Source: PubChem BioAssay
14-3-3 Bad PPI = disrupts binding of bovine 14-3-3 zeta to phospho-Bad peptide. hit rate 0.71% among 220,000. inhibition, % at 21.7 µM. TR-FRET 14-3-3zeta/Dy647-pBad peptide displacement, 1 h. P63103. AID 781;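 active = inhibition above about 70%, limit read from the data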;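 note: 0% = full 14-3-3 plus peptide FRET controls and 100% = background without 14-3-3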
Target sequence (P63103 whole entry, looked up): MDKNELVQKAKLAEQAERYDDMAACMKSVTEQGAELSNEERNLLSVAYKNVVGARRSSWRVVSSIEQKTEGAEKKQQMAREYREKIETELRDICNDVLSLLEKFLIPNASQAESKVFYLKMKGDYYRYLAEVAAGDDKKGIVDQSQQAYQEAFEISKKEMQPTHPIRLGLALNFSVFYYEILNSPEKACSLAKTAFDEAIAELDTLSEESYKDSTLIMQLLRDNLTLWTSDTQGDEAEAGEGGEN
TbHK1 inh = blocks Trypanosoma brucei hexokinase 1 activity | inhibition, % at 10 µM | hit rate 0.11% among 220,000 | recombinant TbHK1, G6PDH-coupled NADH A340;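 active = inhibition of 50% or more in the single-dose primary screen; inactive = inhibition below 50%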
p47phox inh = inhibitors of human p47phox binding | P14598 | hit rate 0.53% among 220,000 | p47phox/p22phox peptide binding, fluorescence polarization, 2 h | inhibition, % at 24.7 µM | AID 1274;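 active = inhibition above about 30%, limit read from the data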;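 note: 0% = p47phox with labelled peptide and 100% = labelled peptide alone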
Target sequence (P14598 whole entry, looked up): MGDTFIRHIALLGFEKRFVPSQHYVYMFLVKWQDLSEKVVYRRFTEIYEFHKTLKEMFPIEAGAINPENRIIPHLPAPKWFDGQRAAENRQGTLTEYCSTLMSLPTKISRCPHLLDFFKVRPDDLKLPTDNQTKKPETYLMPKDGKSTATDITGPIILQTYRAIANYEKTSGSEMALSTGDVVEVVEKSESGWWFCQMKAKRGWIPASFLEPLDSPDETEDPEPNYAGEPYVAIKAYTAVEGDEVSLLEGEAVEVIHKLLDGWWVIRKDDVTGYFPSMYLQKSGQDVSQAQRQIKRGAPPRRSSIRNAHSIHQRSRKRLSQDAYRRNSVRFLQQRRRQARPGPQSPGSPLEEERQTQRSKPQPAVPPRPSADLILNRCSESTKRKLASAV
Runt-SMMHC FRET = Runt domain-CBFb-SMMHC interaction inhibition. Cerulean-Runt/Venus-CBFb-SMMHC FRET ratio 530/480, 1 h. inhibition, % at 20 µM. hit rate 0.74% among 220,000;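 active = mean inhibition across duplicate retests at 20 µM reaching about 50%, limit read from the data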;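 note: 0% = DMSO wells and 100% = wells with excess untagged CBFb-SMMHC; inhibitors lower the FRET ratio by blocking Runt binding to CBFb-SMMHC; some results filed as inactive read as strong as hits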
MDM2 E3 inh = blocks human Mdm2 ubiquitin ligase activity. hit rate 0.11% among 210,000. cell-based MDM2 ubiquitination luciferase reporter, 2 h; 0 = plate control, 100 = twice control, blank-subtracted. signal enhancement, % at 5 µM. AID 1230;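 active = signal enhancement of 30% or more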;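 note: luminescence tracks abundance of the self-degrading MDM2-luciferase fusion protein; higher signal means inhibition of MDM2 E3 ligase activity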
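Assay system: mammalian cells stably expressing self-ubiquitinating, self-degrading MDM2 E3–luciferase fusion. Quantity: 2000 cells in each well. Medium: DMEM culture medium. Compound dosing: single-point 5 µM. Timing: cell settling 4 h, compound treatment 2 h, both 37 °C. Technique: luciferase luminescence. Read-out basis: percent signal gain over controls, blank-subtracted. Benchmarks: plate controls and plate blanks.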
zVAD death inh = blocks zVAD induced death of L929 cells; L929 zVAD necroptosis rescue, ATP luminescence, 24 h; with zVAD 60 µM; viability rescue, % at 10 µM; hit rate 0.38% among 220,000; AID 1377;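 active = activation, scaled between plate controls, above about 75%, limit read from the data; inactive = activation under that limit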;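 note: 0% = zVAD with DMSO and 100% = DMSO alone without zVAD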
Hck Nef HTS = inhibitors of human Hck kinase activated by Nef; Recombinant Hck-YEEI plus Nef, Z-Lyte FRET kinase assay; inhibition, % at 20 µM; hit rate 0.68% among 220,000; AID 463187;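 active = Hck-Nef kinase inhibition above about 50%, limit read from the data; inactive = inhibition below that limit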;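 note: 0% = DMSO with Hck plus Nef and 100% = Hck alone without Nef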
Runt-CBFb FRET = blocks binding of human RUNX1 Runt domain to CBFb; Cerulean-Runt/Venus-CBFb FRET ratio 530/480, 1 h; inhibition, % at 20 µM; hit rate 0.46% among 220,000; AID 1496;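 active = inhibition over about 50% at 20 µM in the single-dose screen, limit read from the data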;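 note: 0% = DMSO wells and 100% = excess unlabeled CBFb competitor control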
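Assay system: Cerulean-tagged RUNX1 Runt domain (FRET donor) fusion protein / Amount: 100 nM each of Venus-CBFb and Cerulean-Runt domain / Medium: Tris buffer pH 7.5 with salts and BSA / Also added: Venus-CBFb 100 nM / Schedule: 1 h complex formation plus 1 h compound treatment, room temperature / Signal: FRET fluorescence / Read-out: loss of energy transfer signal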
EBV gp42 block = EBV gp42 inhibition | Fluorescence polarization binding assay, mP read-out | inhibition, % (tested at 21.74 µM) | hit rate 0.42% among 220,000; in the data active = inhibition above about 50%
Target sequence (Q1HVG2 whole entry, looked up): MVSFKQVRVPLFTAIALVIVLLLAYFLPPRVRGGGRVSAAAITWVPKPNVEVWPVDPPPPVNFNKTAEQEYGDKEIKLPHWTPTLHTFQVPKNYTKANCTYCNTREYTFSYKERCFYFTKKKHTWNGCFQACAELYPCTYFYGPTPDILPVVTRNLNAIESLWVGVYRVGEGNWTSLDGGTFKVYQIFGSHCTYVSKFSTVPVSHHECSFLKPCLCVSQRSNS
An asterisk follows results filed as active; . = no result given; [ ] = dose if it differs, or a comment.

SMILES | 14-3-3 Bad PPI | TbHK1 inh | p47phox inh | Runt-SMMHC FRET | MDM2 E3 inh | zVAD death inh | Hck Nef HTS | Runt-CBFb FRET | EBV gp42 block
O=C(Nc1ccsc1C(=O)N1CCCCCC1)c1ccccc1 | 8 | -1 | 1 | 2 | -18 | 0.4 | 1 | 0 | -22
CC(=O)N1CCN(C(=O)CCC(=O)O)CC1 | 6 | -5 | -2 | -4 | . | 0.4 | 13 | 2 | -19
C=CCNC(=O)c1ccccc1NC(=O)c1ccc(Cl)c(S(=O)(=O)Nc2cccc(C)c2C)c1 | -8[fluorescence artefact?] | -12 | -20 | 2 | . | 0.0 | 1 | 2 | -7
COc1ccccc1NC(=O)Nc1ccc(Cc2ccncc2)cc1 | 7 | -9 | -4 | -2 | -9 | 78* | 46 | -1 | -2
CCCCN(C)CCCNC(=O)CS(=O)Cc1nc(-c2ccc(OC)c(OC)c2)oc1C (centres undefined) | -2 | 32 | 4 | 2 | -2 | 0.4 | 6 | 0 | -26
COc1cc(C(=O)Nc2ccc(O)cc2C(=O)O)ccc1OC(C)=O | 8 | -12 | -8 | -2 | 2 | -0.3 | 0 | 0 | -14
O=S(=O)(CCc1ccncc1)C1Cc2cccc3cccc1c23 (centres undefined) | -2 | -4 | -9 | -1 | -9 | -0.5 | 15 | 3 | -20
COc1ccc(/C=N/Nc2ccc([N+](=O)[O-])cc2S(=O)(=O)N2CCN(C)CC2)cc1 | 10 | -12 | -23 | -99 | -22 | -0.3 | 2 | -73 | -207
CCC(=O)Nc1ccc(S(=O)(=O)N2CCc3ccccc3C2)cc1 | 1 | -1 | -3 | -1 | -13 | 3.4 | 1 | 1 | 8
FC(F)(F)c1nc2ccccc2n2c(-c3ccc(Cl)cc3Cl)nnc12 | 4 | -5 | -14 | -1 | -10 | 0.5 | 0 | 0 | -7
O=C(CS(=O)(=O)c1cn(Cc2cccc(F)c2)c2ccccc12)N1CCCCC1 | 3 | 5 | -19 | -7 | -6 | 0.3 | 1 | 0 | -9
C/C(=N\N1CCN(C)CC1)c1ccc(OC(F)F)cc1 | 4 | 3 | -4 | 2 | -6 | 0.4 | 19 | 0 | -14
NC(=O)Cc1c[nH]c2cccc(O)c12 | 11 | -1 | -13 | -4 | . | 3.7 | 3 | 0 | 0
COC(CNC(=O)CCc1c(C)nc2c(-c3ccc(F)cc3)c(C)nn2c1C)OC | 9[fluorescence artefact?] | 26 | -10 | 2 | -82 | -0.6 | -20 | -1 | -8
CCCCSCCCNC(=O)Nc1ccc(C)c(C)c1 | -7 | -28 | 0 | -7 | -14 | 0.9 | 2 | -4 | -4
COc1cc(/C=C(\C#N)c2nc3ccccc3[nH]2)ccc1Oc1ccc([N+](=O)[O-])cn1 | 1[fluorescence artefact?] | -14 | -25 | -22 | -25 | 0.1 | 2 | -7 | -4
Cc1ccc(/C=C/C(=O)NCc2cccs2)c(C)c1 | -3 | -4 | -5 | 0 | 0 | 0.5 | 7 | -2 | -11
COc1ccc(C(=O)N/C(=C\c2ccco2)C(=O)OCc2ccco2)cc1 | -1 | -40 | -19 | 1 | -10 | 0.4 | 20 | -2 | -23
COc1ccc(N(CC(=O)Nc2cccc(SC)c2)S(C)(=O)=O)cc1 | -10[fluorescence artefact?] | 0 | -13 | -1 | -18 | 0.6 | -10 | -2 | 0
Cc1ccc(C)n1-c1ccc(C(=O)NN)cc1 | -6 | 1 | -8 | 2 | -18 | 0.2 | 1 | 0 | -12
Cc1cc(C)cc(-n2c(C)cc(/C=N/NC(=O)c3ccncc3)c2C)c1 | -8 | -11 | -5 | -1 | -2 | -0.6 | -6 | 1 | 2
Cc1ccc(C(=O)Nc2ccc(CC(=O)O)cc2)o1 | 13 | -1 | -18 | -2 | -8 | 0.1 | 5 | 0 | -21
O=C(O)Cc1ccc(NC(=O)c2cnccn2)cc1 | -7 | -2 | 0 | -7 | -9 | -0.2 | -6 | 1 | -6
CCOC(=O)N1CCN(CC(O)COCC2=CCC3CC2C3(C)C)CC1 (centres undefined) | 44 | 2 | 5 | -8 | -14 | 1.8 | 0 | -2 | -9
O=C(O)c1ccc(-n2cccn2)c([N+](=O)[O-])c1 | -11 | -3 | -11 | 2 | -40 | 0.0 | -2 | 4 | -1
Cc1cc(C(=O)CCC(=O)N2CCN(c3ccccc3F)CC2)c(C)s1 | -12 | 2 | -5 | 3 | -1 | 4.5 | -16 | -1 | -6
Cc1ccn2c(NCc3ccccc3)c(-c3cccs3)nc2c1 | -18 | -9 | -12 | -1 | -14 | 1.0 | 20 | -1 | -1
CC1(C)COC2(OC1)C(=O)N(CN1CCOCC1)c1ccccc12 | -3 | 0 | -3 | -2 | -11 | 1.0 | 20 | -1 | -18
CCCCC(=O)Nc1ccc(C(=O)Nc2cccnc2)cc1 | -6 | 31 | -17 | 2 | -15 | -0.3 | -12 | 4 | -13
O=C(O)COc1ccc2occ(C(=O)c3ccccc3)c2c1 | 7 | 2 | 3 | 2 | -12 | 0.0 | 0 | 1 | -7

A different layout for part of the listing above:
Each structure is followed by: 14-3-3 Bad PPI, TbHK1 inh, p47phox inh, Runt-SMMHC FRET, MDM2 E3 inh, zVAD death inh, Hck Nef HTS, Runt-CBFb FRET, EBV gp42 block
- Cc1ccc(C)n1-c1ccc(C(=O)NN)cc1
  -6, 1, -8, 2, -18, 0.2, 1, 0, -12
- Cc1cc(C)cc(-n2c(C)cc(/C=N/NC(=O)c3ccncc3)c2C)c1
  -8, -11, -5, -1, -2, -0.6, -6, 1, 2

Following part.
SMILES | 14-3-3 Bad PPI | TbHK1 inh | p47phox inh | Runt-SMMHC FRET | MDM2 E3 inh | zVAD death inh | Hck Nef HTS | Runt-CBFb FRET | EBV gp42 block
CC(NCc1cccs1)c1ccccc1 (centres undefined) | -16 | -1 | -10 | 8 | -15 | -0.5 | -5 | 2 | -2
COCCNC(=O)c1ccccc1NC(=O)c1ccccc1N(C)S(C)(=O)=O | -5[fluorescence artefact?] | 39 | -11 | 2 | 8 | 0.5 | 1 | 2 | -10
COc1cc(OC)c(C2SCCCS2)cc1OC | 0 | 1 | -10 | -1 | -1 | -0.4 | 3 | 0 | -6
Cc1ccc(-n2nc3c([n+]2[O-])CCc2c-3no[n+]2[O-])cc1 | 18 | 4 | -9 | -5 | -24 | 13 | -6 | -2 | -10
Cc1ccc(S(=O)(=O)Nc2cccc3ncccc23)cc1 | 2 | -7 | 7 | 1 | -2 | -0.3 | 12 | 0 | 1
O=C(N/N=C/c1ccccc1F)c1csc2c1CCCC2 | -3 | 2 | -4 | -2 | -50 | 0.1 | -1 | 1 | -14
CC1(C)N=C2C(=[N+]1[O-])CCC/C2=N\O | 6 | -1 | -8 | -5 | -8 | -0.4 | -3 | 2 | 0
CC1C(=O)NN=C1C(=O)N/N=C\c1ccc(O)cc1O (centres undefined) | -5[fluorescence artefact?] | -39 | -8 | -21 | -12 | 1.7 | 2 | -6 | 2
COc1ccc(C(=O)NCC(=O)OCC(=O)NC2CCCC2)cc1 | 5 | 10 | -4 | 0 | -2 | -0.6 | 15 | -1 | -21
CC1=CCC2C(=O)N(c3ccc(S(N)(=O)=O)cc3)C(=O)C2C1 (centres undefined) | -6 | -9 | -6 | 1 | . | 0.0 | 27 | 1 | -3
O=C(CN1CCN(Cc2cccc(Cl)c2)C1=O)NCc1ccccn1 | -14 | -14 | -38 | -8 | -17 | -0.1 | 2 | 1 | -6
CC(Cl)C(=O)c1c[nH]c2ccccc12 (centres undefined) | -21 | -4 | -4 | -4 | -18 | 19 | 20 | 0 | 8
O=C(Cn1[nH]c(=O)c2ccccc2c1=O)Nc1ccc2c(c1)CCC2 | -4 | -4 | -12 | -12 | -8 | 71 | -2 | -4 | -24
CCOC(=O)C1(CCCc2ccccc2)CCN(C(=O)CCN2CCCCC2=O)CC1 | 4 | 1 | -6 | -2 | -8 | -2.0 | 17 | -6 | -2
CN(c1ccc(OCC(=O)OCC(=O)Nc2ccccc2)cc1)S(=O)(=O)c1ccc(F)cc1 | 0 | 29 | -11 | 1 | 2 | 1.1 | 5 | -2 | -11
Cn1c(=O)c2[nH]c(N=Nc3ccc(N)cc3N)nc2n(C)c1=O | -5 | -14 | -30 | -6 | -88 | -0.2 | 7 | 1 | -1
NC(=O)C1(NC(=O)[C@@H]2CC3(CC(c4cccc(NC(=O)[C@@H]5CCC(=O)N5)c4)=NO3)CN2C(=O)c2cnccn2)CC1 (some centres undefined) | 30[fluorescence artefact?] | -2 | -12 | -7 | 3 | 0.0 | 0 | . | -2
c1coc(CNc2c3c(nc4ncnn24)CCCC3)c1 | -10 | 2 | 6 | 3 | -18 | 0.2 | 1 | 3 | 9
CCCC(NC(=O)CNC(=O)C(C)(C)C)C(=O)O (centres undefined) | -2 | -8 | 4 | -9 | -19 | -0.4 | 0 | -1 | 5
COC(=O)Cc1c(C)nc2nc(-c3ccc(OC)cc3)[nH]n2c1=O | 0[fluorescence artefact?] | -9 | -4 | 1 | -20 | 1.4 | -1 | -1 | -10
CC(C)=CC(=O)OCC(=O)Nc1ccc(F)cc1Cl | -1 | -1 | -5 | 0 | 7 | -0.3 | 1 | -2 | -11
O=C(CN=C1NS(=O)(=O)c2ccccc21)OCC(=O)c1cc(F)ccc1F | -14 | -1 | -1 | -3 | -22 | 17 | 21 | -1 | -27
COCCn1c(SCC(=O)Nc2sccc2C(N)=O)nnc1-c1ccncc1 | -8 | -2 | -11 | -1 | -9 | 4.1 | 28 | -2 | -32
Cc1ccc(/C=C2\SC(=S)N(CCCC(=O)Nc3nccs3)C2=O)cc1 | -4 | -12 | -5 | 0 | -10 | 4.7 | 3 | -1 | -19
O=C(O)C1CCN(c2ccc([N+](=O)[O-])cc2[N+](=O)[O-])CC1 | 9 | -21 | -11 | -2 | . | 1.1 | 20 | -1 | -9
C=CCNC(=S)N/N=C/c1ccc(C)c([N+](=O)[O-])c1 | -2 | -11 | -2 | 2 | -11 | 0.0 | 4 | -1 | -14
COCCn1c(C)cc(C(=O)CSc2nnc3ccccn23)c1C | 1 | -8 | -3 | -1 | -76 | 0.2 | 2 | 2 | 1
COc1cc2[nH]c(=S)n(N(C(C)=O)C(C)=O)c(=O)c2cc1OC | 6 | -13 | -4 | -1 | -1 | 0.2 | 4 | 4 | -4
Cc1ccc2c(c1)N(CC(=O)N1CCc3ccccc3C1)C(=O)CO2 | 13 | 6 | -1 | 1 | 19 | 0.0 | 4 | 0 | -11
O=C(NCc1ccccc1F)C1CCCN1C(=O)NC1CCCCC1 (centres undefined) | 4 | 1 | -7 | 4 | . | -0.4 | 0 | -2 | -27
O=C(NC(NC(=S)Nc1cccc(Cl)c1)C(Cl)(Cl)Cl)OCc1ccccc1 (centres undefined) | 7 | -5 | -16 | 6 | -11 | 1.5 | 2 | 2 | -9
O=C1C2CC=C(Cl)CC2C(=O)N1CCc1ccccc1 (centres undefined) | -11 | 8 | -9 | -36 | -7 | -0.4 | 0 | -16 | 25
O=C(NCc1ccc(F)cc1F)c1cc(COc2c(F)cccc2F)on1 | -5 | -10 | -1 | -3 | 3 | 0.9 | 1 | -1 | -11
